NadD block: NadD (S. aureus) enzyme inhibition. inhibition, % at 20 µM. purified NadD enzyme, colorimetric absorbance read-out. AID 602399. actives 0.78% (n = 360,000); in the data active means inhibition above about 26%; further: some compounds past the cut are filed as inactive
MsrA inhibitor: bovine MsrA inhibition | purified bovine MsrA, absorbance read-out | inhibition, % at 15.5 µM | actives 0.75% (n = 360,000); in the data active means inhibition above about 4.5%;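 further: 0% = vehicle wells with enzyme and 100% = reference inhibitor wells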
TbMetRS inhib: blocks T. brucei methionyl-tRNA synthetase activity; purified T. brucei MetRS, ATP depletion, Kinase-Glo luminescence; actives 0.4% (n = 360,000); inhibition, % at 11.9 µM;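 active means inhibition above a per-plate cutoff of the control wells' mean inhibition plus 3 SD, cut at about 5.5% in these data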;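 further: 0% = DMSO wells median and 100% = median of wells with control inhibitor compound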
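technique = Kinase-Glo luminescence, ATP depletion format | system = purified MetRS (methionyl-tRNA synthetase) enzyme from Trypanosoma brucei | timing = 15 min preincubation, 2 h reaction, all 25 °C | evaluation = percent inhibition versus plate control medians | dosing = single dose, 11.9 µM final nominal, 0.9% final DMSO | also added = substrates ATP, L-methionine and bulk Escherichia coli tRNA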
LMPTP block: LMPTP (human) inhibition. P24666. recombinant LMPTP-A, OMFP fluorogenic substrate, fluorescence intensity. inhibition, % at 20 µM. AID 651560. actives 0.22% (n = 360,000);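 active means compounds that cut the enzyme signal by at least half of the control window in the single-dose screen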;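 further: plate controls were DMSO wells with enzyme plus substrate for no effect and substrate without enzyme for full effect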
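Test system – LMPTP-A phosphatase enzyme · Quantity – 0.625 nM LMPTP-A final · Reagent – OMFP substrate, 400 µM final · Dosing – one test concentration per compound, 20 µM, with 3% DMSO overall · Timing – 50 min enzyme reaction at room temperature, protected from light · Detection – fluorescence intensity · Controls – substrate-only low control, DMSO enzyme-plus-substrate high control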
Scp-1 inhibitor: blocks human Scp-1 phosphatase activity; AID 493091; actives 0.88% (n = 340,000); Recombinant Scp1, phosphopeptide, malachite green phosphate absorbance; inhibition, % at 20 µM;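 active means inhibition above about 50% at 20 µM, limit read from the data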;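 further: plate controls were DMSO wells with enzyme for no effect and wells lacking enzyme for full effect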
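Test system – truncated SCP-1 phosphatase (76-261aa) · Reagent – Phosphorylated 17-residue peptide substrate · Incubation – 45 min room-temperature reaction, 5 min colour, 30 min stabiliser · Detection – colorimetric phosphate reagent with accelerator and stabiliser, absorbance at 630 nm · Measure – % inhibition at 20 µM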
DNMT1 block: inhibitors of human DNMT1; actives 0.83% (n = 360,000); DNMT1 molecular beacon, Hinp1I cleavage, fluorescence; inhibition (reported as % activation of signal), % at 10 µM; P26358; in the data active means inhibition above about 50%
Target sequence (P26358 504-1616 limits assumed): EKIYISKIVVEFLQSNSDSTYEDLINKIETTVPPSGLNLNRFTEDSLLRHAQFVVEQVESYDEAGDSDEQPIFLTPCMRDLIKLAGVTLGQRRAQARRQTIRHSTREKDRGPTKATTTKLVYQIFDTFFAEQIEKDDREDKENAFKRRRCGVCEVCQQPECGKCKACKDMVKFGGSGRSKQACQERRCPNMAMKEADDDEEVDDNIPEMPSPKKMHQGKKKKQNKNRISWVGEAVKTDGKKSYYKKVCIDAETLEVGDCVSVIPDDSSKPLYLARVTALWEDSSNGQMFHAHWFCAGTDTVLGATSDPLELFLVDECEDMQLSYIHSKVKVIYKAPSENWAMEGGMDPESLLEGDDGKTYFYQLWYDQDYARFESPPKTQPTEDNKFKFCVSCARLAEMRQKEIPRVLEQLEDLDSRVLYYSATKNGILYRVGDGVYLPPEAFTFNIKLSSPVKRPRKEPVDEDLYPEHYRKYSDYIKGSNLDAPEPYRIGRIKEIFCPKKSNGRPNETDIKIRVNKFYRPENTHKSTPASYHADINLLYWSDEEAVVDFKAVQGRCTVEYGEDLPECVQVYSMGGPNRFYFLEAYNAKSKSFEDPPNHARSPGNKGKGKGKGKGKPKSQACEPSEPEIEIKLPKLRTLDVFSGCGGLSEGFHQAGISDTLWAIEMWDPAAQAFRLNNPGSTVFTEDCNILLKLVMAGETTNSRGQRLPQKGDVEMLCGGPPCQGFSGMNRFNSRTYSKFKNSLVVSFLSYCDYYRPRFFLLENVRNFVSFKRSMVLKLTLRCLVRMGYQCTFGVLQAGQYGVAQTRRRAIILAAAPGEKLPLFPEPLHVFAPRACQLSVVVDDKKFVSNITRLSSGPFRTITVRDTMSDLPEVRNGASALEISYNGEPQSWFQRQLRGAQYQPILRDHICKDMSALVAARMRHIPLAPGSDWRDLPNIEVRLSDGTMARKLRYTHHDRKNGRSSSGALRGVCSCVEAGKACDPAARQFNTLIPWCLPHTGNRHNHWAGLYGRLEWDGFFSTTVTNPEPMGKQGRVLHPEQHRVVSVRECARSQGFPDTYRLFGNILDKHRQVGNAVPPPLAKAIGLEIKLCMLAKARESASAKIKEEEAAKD
STEP inh: blocks human striatal-enriched tyrosine phosphatase | recombinant STEP, OMFP fluorogenic substrate, fluorescence | actives 0.25% (n = 360,000) | P54829 | inhibition, % at 20 µM;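 active means inhibition at 20 µM, scaled per plate between control wells, above about 37%, limit read from the data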;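 further: 0% = DMSO with enzyme and substrate and 100% = substrate only without enzyme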
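System: STEP (striatal-enriched tyrosine phosphatase) enzyme, cell-free; medium: Bis-Tris pH 6.0 buffer with DTT, detergent; dosing: 20 µM, 1% DMSO; times: reaction 20 min, ambient temperature; detection: fluorescence, 480/540 nm; read-out basis: normalized % inhibition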
SUMO1 PPI mod: SUMO1-SIM interaction modulation; P63165; SUMO1 binding to a labelled peptide, TR-FRET, 1 h; inhibition, % at 20 µM; actives 0.33% (n = 360,000); AID 602429; in the data active means inhibition above about 37%
CSN inh: CSN deneddylation inhibition; Purified CSN, SCF-Nedd8-OG deneddylation, fluorescence polarization; actives 0.38% (n = 360,000); inhibition, % at 12.5 µM; Q92905;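 active means pattern-corrected inhibition above about 35%, with an unprinted fluorescence ratio check between 0.5 and 1.5, limit read from the data, passing the limit was not always enough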;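 further: 0% = enzyme with substrate and 100% = substrate without enzyme; some results filed as inactive read as strong as hits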
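test system = HEK293T-derived human Csn5 enzyme | amount = 0.24 nM Csn5 enzyme, final concentration | medium = Tris/NaCl/DTT buffer, pH 7.5 | schedule = 90 min reaction at room temperature | signal = FP | evaluation = inhibition of Csn5 cleavage, % | compound dosing = single dose of 12.5 µM compound with 0.25% DMSO | probe or stimulus = 10 nM SCFSkp2-Nedd8OG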
Rpn11 inh: Rpn11 (human) deubiquitinase inhibition. AID 588493. O00487. actives 0.59% (n = 360,000). human 26S proteasome, Ub4-pepOG fluorescence polarization; 20S core pre-blocked with epoxomicin. calls only at 20 µM;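 active means inhibition at 20 µM, scaled to each plate's controls, above about 33%, limit read from the data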
Active calls of the source: *; i = inactive; · = not tested or not shown; + = active, no number.

SMILES | NadD block | MsrA inhibitor | TbMetRS inhib | LMPTP block | Scp-1 inhibitor | DNMT1 block | STEP inh | SUMO1 PPI mod | CSN inh | Rpn11 inh
CC1=NN(C(C#N)c2ccccc2C)C(c2ccccc2)C1 (configuration not stated) | -4 | 0.5 | 3.3 | 1.9 | -6 | -2 | 0 | 4 | 0 | i
CC(C)(C)C1CCC2(CC1)C(C#N)=C(SCC(=O)NC1CCCCC1)NC(=O)C2C#N (configuration not stated) | 1 | -0.2 | -1.1 | -0.2 | -9 | -4 | 5 | 3 | -1 | i
COc1ccc(-c2cn[nH]c2-c2ccc(OC)cc2)cc1 | -9 | 1.1 | -0.4 | 3.1 | -7 | -1 | -2 | -7 | 1 | i
CCOC(=O)c1ccc(NC(=O)NC2=NCCS2)cc1 | -8 | 0.8 | -0.2 | -1.0 | · | 4 | 6 | 1 | 3 | i
Brc1ccc(-c2cn3ccccc3n2)s1 | -5 | 1.0 | -1.2 | -0.8 | -4 | 0 | 1 | -11 | 1 | i
COc1ccc(/C=C(\C#N)C(=O)OCC(=O)N2CC(C)OC(C)C2)cc1 (configuration not stated) | -10 | 2.9 | -1.1 | -0.5 | 0 | 5 | -3 | -19 | 6 | i
Cc1ccc(NC(N)=S)cc1 | 1 | -0.4 | -1.3 | -0.4 | 0 | 6 | -4 | 0 | -7 | i
Cc1nc(NC(=O)C23CCC(C)(C(=O)O2)C3(C)C)sc1C (configuration not stated) | 2 | 0.9 | -1.1 | 2.6 | 38 | 21 | 2 | 0 | 1 | i
COc1ccc(OC)c(/C=N/NC(=S)NCCc2ccccc2)c1 | -34 | 0.8 | -0.2 | 4.3 | -5 | -2 | -1 | 1 | 1 | i
Cn1c(SCC(=O)Nc2ccc(F)cc2F)nnc1-c1cccnc1 | 1 | -0.3 | -0.9 | -0.9 | -1 | 7 | -5 | 2 | -1 | i
CCOC(=O)COc1ccc(/C=C2/C(=O)NN(c3ccc(F)cc3)C2=O)cc1OC | 2 | -0.4 | -1.4 | 2.4 | 14 | 5 | 7 | 21 | 2 | i
Cc1ccc(C)c(S(=O)(=O)N2CCN(CC(=O)Nc3cc(C)on3)CC2)c1 | 2 | 0.1 | 1.3 | -0.9 | 1 | 1 | -3 | 0 | -6 | i
CC(C(=O)Nc1sc2c(c1C(=O)NCC1CCCO1)CCC2)N1C(=O)c2ccccc2C1=O (configuration not stated) | 1 | 0.1 | 0.5 | 0.2 | 1 | 3 | -1 | -1 | -5 | i
O=C(OCc1ccc([N+](=O)[O-])cc1Cl)c1cnccn1 | -1 | 1.2 | -0.7 | -3.4 | -5 | -3 | 0 | -22 | 1 | i
CC(=O)Cc1nsc(NC(=O)c2ccccc2Cl)n1 | -5 | 1.3 | -0.8 | -0.8 | -4 | -1 | 0 | 1 | -3 | i
O=C(NCc1ccncc1)[C@@H]1CCCN1C(=O)[C@@H]1CCCN1C(=O)c1ccccc1 | 4 | 0.9 | -0.5 | -2.8 | · | · | · | -2 | 1 | ·
O=C1C2C3C=CC(O3)C2C(=O)N1N=Cc1ccc2c(c1)OCO2 (configuration not stated) | 3 | 1.5 | -0.2 | 0.5 | -5 | 5 | 0 | -12 | -2 | i
COc1ccc(NC(=O)Nc2ccccc2F)cc1 | 0 | 1.5 | -1.3 | -0.4 | -11 | 1 | 0 | 0 | 0 | i
Cc1cccc(NC(=S)NC(=O)c2oc3ccccc3c2C)n1 | 4 | -0.5 | 0.1 | 2.1 | 3 | 11 | 3 | 8 | 5 | i
Oc1ccc(CCNc2ncnc3ccc(Cl)cc23)cc1 | 4 | 0.8 | 0.2 | 0.5 | -6 | -3 | -3 | 2 | -1 | i
O=C(COC(=O)CCc1ccc(S(=O)(=O)N2CCOCC2)cc1)Nc1ccc(Cl)cn1 | -8 | -0.2 | -0.1 | -1.1 | -2 | 0 | 0 | 2 | -1 | i
CCn1cc(C(=O)NCc2ccco2)c(=O)c2cc(F)c(N3CCN(C(=O)c4ccco4)CC3)cc21 | 6 | 1.3 | 0.2 | 5.5 | 58* | 6 | 3 | 16 | 0 | i
Cn1c(SCC(=O)NC(=O)NCc2ccco2)nnc1-c1ccccc1 | 0 | 1.1 | -0.8 | 46 | 92* | 86* | 7 | 9 | 14 | i
COc1cccc(C2=NN(C(=O)c3ccccc3)C(O)(C(F)(F)F)C2)c1 (configuration not stated) | -4 | 0.7 | -0.4 | 0.3 | -3 | -3 | 2 | 1 | 7 | i
O=C(CN1CCC(N2CCCCC2)CC1)N1CCCc2ccccc21 | -2 | 0.1 | -0.3 | -2.7 | -8 | 0 | 2 | -1 | -3 | i
Brc1ccccc1C1CC(c2ccccc2)=Nc2ccccc2N1 (configuration not stated) | 6 | -0.8 | -1.5 | 1.3 | 1 | -8 | -1 | -6 | 2 | +
O=S(=O)(Nc1ccc(S(=O)(=O)Nc2nccs2)cc1)c1ccc2c(c1)OCCO2 | -3 | -0.6 | -0.7 | 0.7 | 25 | 1 | -3 | 1 | 5 | i
Cc1ccc(C)c(N2CCN(C(=O)c3cc4sccc4n3C)CC2)c1 | -12 | -1.5 | 0.0 | 3.0 | -3 | -3 | 0 | -3 | -6 | i
Cc1cc(NC(=O)C2CC(c3ccccc3Cl)=NO2)no1 (configuration not stated) | -3 | -1.6 | 0.2 | 0.5 | -4 | -3 | -6 | 3 | 8 | i
Cc1ccc(-n2c(CSc3nc(C)cc(C)n3)nnc2SCC(=O)Nc2nccs2)cc1 | 8 | 0.9 | -0.3 | 0.1 | 0 | 1 | 6 | -2 | 0 | i
CC(C)Cc1cc(CNC(=O)C2CCC(=O)N(Cc3cccc(C(F)(F)F)c3)C2)on1 (configuration not stated) | -2 | 2.3 | 0.1 | -0.8 | -5 | 1 | -3 | 5 | 5 | i
O=C(c1cc2ccccc2o1)N1CCCC1 | -5 | -0.1 | -0.6 | 1.0 | -1 | 2 | 0 | -1 | 4 | i
Cc1ccc(C)c(N(C(=O)c2snc(C(N)=O)c2N)C(C(=O)NCC2CCCO2)c2cccs2)c1 (configuration not stated) | -4 | 2.1 | -0.3 | 0.0 | -9 | -1 | 0 | -1 | -9 | i
C=CCn1c(CCc2ccccc2)nnc1SCC(N)=O | -4 | -0.2 | -0.1 | -1.6 | 1 | 2 | -2 | 1 | -5 | i
Cn1c(=O)c2c(O)cc(=O)n(-c3ccccc3)c2n(C)c1=O | -8 | 1.4 | -0.4 | -0.9 | -2 | 1 | 1 | -5 | 1 | i
Cc1cc2ncn(C(=O)c3ccc4c(c3)OCO4)c2cc1C | 3 | -0.2 | -0.7 | -0.3 | -2 | 4 | -12 | -1 | 2 | i

Compound profiles (already shown).
Shown for Brc1ccccc1C1CC(c2ccccc2)=Nc2ccccc2N1 (configuration not stated) : NadD block: 6; MsrA inhibitor: -0.8; TbMetRS inhib: -1.5; LMPTP block: 1.3; Scp-1 inhibitor: 1; DNMT1 block: -8; STEP inh: -1; SUMO1 PPI mod: -6; CSN inh: 2; Rpn11 inh: +
Shown for Cc1cc(NC(=O)C2CC(c3ccccc3Cl)=NO2)no1 (configuration not stated) : NadD block: -3; MsrA inhibitor: -1.6; TbMetRS inhib: 0.2; LMPTP block: 0.5; Scp-1 inhibitor: -4; DNMT1 block: -3; STEP inh: -6; SUMO1 PPI mod: 3; CSN inh: 8; Rpn11 inh: i

(cont.)
SMILES | NadD block | MsrA inhibitor | TbMetRS inhib | LMPTP block | Scp-1 inhibitor | DNMT1 block | STEP inh | SUMO1 PPI mod | CSN inh | Rpn11 inh
CCCNC(=O)COc1coc(CN2CCN(c3cccc(Cl)c3)CC2)cc1=O | -3 | -0.4 | -0.8 | -0.5 | -3 | -1 | 2 | -1 | -1 | i
COc1cccc(CN2CC(C(=O)N(C)Cc3[nH]c4ccccc4c3C)CCC2=O)c1 (configuration not stated) | -6 | 0.0 | -0.2 | 0.0 | 1 | -1 | -2 | -4 | -4 | i
CN1CCN(C(=O)CCn2nc(-c3ccccc3)c3ccccc3c2=O)CC1 | 7 | 0.4 | 0.1 | -2.6 | -3 | 1 | 7 | -2 | 3 | i
CCN1C(=O)N[C@@H](c2ccco2)C(C(=O)OC)=C1C | 3 | 0.0 | 0.3 | 0.6 | 4 | 3 | -3 | 5 | 2 | i
COC(=O)c1sc(NC(=O)CSc2nc3cccnc3n2C2CCCCC2)nc1C | -3 | -0.1 | 0.0 | 0.8 | -6 | -5 | 0 | 1 | -3 | i
CC1(C)CC(=O)C=C(C(=O)N2CCCC(C(=O)c3cccc(C(F)(F)F)c3)C2)O1 (configuration not stated) | -3 | -0.4 | -0.8 | 0.5 | -2 | 2 | -2 | -1 | 1 | i
O=C(NC1CC2CCCC(C1)N2C(=O)Nc1ccc(F)cc1)c1ccccc1 (configuration not stated) | -4 | 2.2 | -0.3 | -1.0 | 3 | 2 | -2 | 0 | 0 | i
CCCCCCCNC(=O)C1(CC2CC(c3ccc(Cl)cc3)=NO2)CCN(C(=O)C2(C)CC2)CC1 (configuration not stated) | -5 | · | -0.3 | 2.2 | -8 | -5 | 2 | -2 | 0 | i
O=C(CSc1nnnn1C1CCCCC1)Nc1ccc2c(c1)OCO2 | 5 | -0.8 | -0.6 | -0.5 | -4 | 1 | 0 | -1 | 7 | i
COc1ccc(-c2nc(SC(C)C(=O)c3c(N)n(C)c(=O)n(C)c3=O)n[nH]2)cc1 (configuration not stated) | -2 | 0.2 | -0.2 | -0.5 | -2 | 1 | -2 | 12 | -2 | i
Cc1ccc(C)n1-c1ccc(C(=O)NCC2CCCO2)cc1 (configuration not stated) | -1 | 2.6 | -0.9 | -0.9 | 3 | -5 | -1 | -1 | 0 | i
COc1cc(C(=O)N2CCN(c3ccccc3Cl)CC2)ccc1OCC(=O)N1CCOCC1 | 0 | 0.5 | -0.2 | -1.1 | -9 | 7 | 2 | 3 | -2 | i
CCCn1c(SCC(=O)Nc2cc(S(=O)(=O)N3CCCCC3)ccc2C)n[nH]c1=O | -8 | 0.3 | -0.5 | -0.4 | 0 | -2 | -3 | -4 | -6 | i
COc1c(C=O)c(CCN(C)C(=O)c2ccc(F)cc2)cc2c1OCO2 | -8 | 1.2 | -0.5 | -0.1 | -13 | 1 | -2 | 2 | 2 | i
Cc1ccc(S(=O)(=O)N2CCOCC2)cc1C(=O)NC1CCCCC1 | 3 | -0.5 | 0.2 | -1.0 | 7 | 16 | 0 | 2 | 0 | i

Screening data (PubChem)
